# TDP1 block = inhibitors of human tyrosyl-DNA phosphodiesterase TDP1. Q9NUW8. recombinant TDP1, AlphaScreen DNA substrate cleavage. Potency, µM (series often up to 130 µM), for inactives: at the top dose activity change, negative = inhibition, most hits filed as inhibitors. 0.28% of 350,000 active. AID 485290; further: nearly all actives have a fitted effect of over 40% in size
# Target sequence (Q9NUW8 whole entry, looked up): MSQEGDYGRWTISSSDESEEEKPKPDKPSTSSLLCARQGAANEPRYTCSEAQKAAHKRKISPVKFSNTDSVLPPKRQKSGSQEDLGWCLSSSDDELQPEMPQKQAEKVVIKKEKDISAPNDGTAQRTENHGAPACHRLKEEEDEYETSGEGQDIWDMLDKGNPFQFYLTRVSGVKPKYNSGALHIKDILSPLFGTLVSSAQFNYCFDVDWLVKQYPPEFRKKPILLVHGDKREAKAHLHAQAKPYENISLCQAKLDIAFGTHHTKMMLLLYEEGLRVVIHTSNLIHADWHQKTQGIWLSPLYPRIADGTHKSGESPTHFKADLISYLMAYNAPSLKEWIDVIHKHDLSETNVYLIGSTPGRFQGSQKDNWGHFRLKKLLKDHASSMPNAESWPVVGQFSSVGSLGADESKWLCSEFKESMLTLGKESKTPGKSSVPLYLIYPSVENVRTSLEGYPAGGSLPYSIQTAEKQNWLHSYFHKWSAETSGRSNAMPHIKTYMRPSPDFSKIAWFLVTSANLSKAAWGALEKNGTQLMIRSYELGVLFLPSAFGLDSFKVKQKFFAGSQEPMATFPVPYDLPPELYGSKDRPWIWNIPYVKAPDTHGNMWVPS
#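 Compounds were preincubated with Tdp1 (1 nM final) for 15 min at room temperature before substrate (15 nM final) started a 5 min reaction; beads (10 ug/ml final) were then added for 10 min before AlphaScreen detection.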
# N370S GC = N370S glucocerebrosidase modulation, Gaucher chaperone candidate. P04062. N370S GC spleen homogenate, 4MU-glucoside fluorescence. Potency, µM (titrated, usually from 59.4 µM), for the others: at the top dose activity change, negative = inhibition, usual class: inhibitors. 0.092% of 330,000 active;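 further: 0% = full enzyme activity and -100% = no enzyme basal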
# FEN1 inhibitor = blocks human flap endonuclease 1; Recombinant FEN1 flap cleavage, fluorescence, 15 min; 0.35% of 390,000 active; AID 588795; Potency, µM (doses to about 114 µM), inactives show at the highest dose activity change, negative = inhibition, most hits filed as inhibitors; P39748; further: nearly all actives have a fitted effect of over 65% in size
# Target sequence (P39748 whole entry, looked up): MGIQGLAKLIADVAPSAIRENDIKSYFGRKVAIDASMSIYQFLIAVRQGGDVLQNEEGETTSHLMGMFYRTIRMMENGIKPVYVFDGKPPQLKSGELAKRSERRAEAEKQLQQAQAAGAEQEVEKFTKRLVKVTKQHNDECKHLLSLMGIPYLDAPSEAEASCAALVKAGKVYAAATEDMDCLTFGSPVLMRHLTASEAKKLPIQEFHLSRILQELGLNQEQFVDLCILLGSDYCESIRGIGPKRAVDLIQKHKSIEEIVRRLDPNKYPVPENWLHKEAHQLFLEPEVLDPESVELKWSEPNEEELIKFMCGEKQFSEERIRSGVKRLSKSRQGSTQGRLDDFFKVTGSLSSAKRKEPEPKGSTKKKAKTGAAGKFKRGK
#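 Reaction started by adding substrate (50 nM final) to 10 nM enzyme after 15 min room-temperature compound preincubation. Reads at 0 and 15 min, with data normalized and fitted to a four-parameter Hill equation.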
# Numbers without * were called inactive; ? = inconclusive; nt = no result given; & = joins results of further samples; [ ] = remark or other dose. The call rests on the fitted dose curve; in most records, active means well fitted curve in the direction sought with a large enough effect; inconclusive means small, poorly fitted or top-dose-only effect, or another doubt; inactive means no such curve, though single readings can be large; an effect the other way counts as inactive or inconclusive. Unless noted, on the % scale 0 is the no-effect control and ±100 the full control effect; potency means the concentration at half of the fitted maximal effect.
(1) CC1CN(CC(=O)Nc2nc3ccccc3s2)CC(C)O1 (stereo not drawn)
(2) COc1ccc(S(=O)(=O)NC2CCCCC2)cc1F
(3) Cc1ccc(NC(=O)C(C)SCc2nc3sc(C)c(C)c3c(=O)[nH]2)nc1 (stereo not drawn)
(4) COc1ccc(CNC(=O)c2ccc(Cn3c(=O)c4cccn4c4cccnc43)cc2)cc1OC
(5) O=[n+]1cc(-c2cccc3ccccc23)n([O-])c2c1CCC2

screen / no.	1	2	3	4	5
TDP1 block	nt	4%	nt	5%	7%
N370S GC	-6%	-3%	-12%	nt	-1%
FEN1 inhibitor	8%	-12%	-2%	-1%	3%

(6) C/C(=N\NS(=O)(=O)c1ccc(C)cc1)c1cccs1
(7) COc1ccc(S(=O)(=O)N2CC(C(=O)O)Oc3ccccc32)cc1 (stereo not drawn)
(8) Cc1ccc(NC(=S)NC(=O)C2CCC2)cc1C
(9) Cc1nc2ccccc2c2ncccc12
(10) COc1cc(NC(=O)C(Cc2ccccc2)n2cccc2)cc(OC)c1 (stereo not drawn)

screen / no.	6	7	8	9	10
TDP1 block	4%	nt	2%[56.1 µM]	nt	9%
N370S GC	5%	18%	3%	-9%	?
FEN1 inhibitor	0%	-10%	-12%	?	-23%

(11) COc1ccc(CNC(=O)[C@H](C)[C@@H]2C[C@@]2(C)[C@@H](NC(=O)OCc2ccccc2)c2ccccc2)cc1OC
(12) NS(=O)(=O)c1cccc(NC(=O)CSc2nc3ccccc3c(=O)n2CCCN2CCOCC2)c1
(13) S=C(Nc1ccc(Cl)cc1)N(CCCN1CCOCC1)Cc1ccco1
(14) CCOC(=O)c1c(/N=C/c2cc([N+](=O)[O-])ccc2O)sc(C)c1C
(15) Cc1cc(C(=O)N/N=C/c2sccc2C)no1

screen / no.	11	12	13	14	15
TDP1 block	-8%&10%	1%	2%	0%	4%
N370S GC	-4%&-5%	-4%	-29%	1%	1%
FEN1 inhibitor	6%	-7%	1%	-1%	7%

(16) CS(=O)(=O)Cc1ccc(C(=O)NC(c2ccccc2)c2ccccc2)cc1
(17) O=C(CCN1CCN(C/C=C/c2ccccc2)CC1)Nc1ccc(Cl)cc1
(18) CCN(C(=O)CCc1nc(-c2ccccc2F)no1)c1cc(OC)ccc1OC
(19) Cc1ccc(NS(=O)(=O)c2cc(C(=O)Nc3cccc([N+](=O)[O-])c3)ccc2C)cc1
(20) Cc1ccc(-c2nn3c(C)nnc3c3ccccc23)cc1S(=O)(=O)N(C)CCO

screen / no.	16	17	18	19	20
TDP1 block	0%	0%	-1%	-3%	4%
N370S GC	-9%	?	-14%	1%	13%
FEN1 inhibitor	12%	0%	-8%	-8%	-8%

(21) Cc1ccn2c(c1)nc(=S)n2C(=O)c1ccccc1
(22) NNC(=O)c1sccc1OCc1cccc(C(F)(F)F)c1
(23) COc1ccc(-c2cn3cc(C)ccc3n2)cc1OC
(24) O=C(CSc1nc(N2CCOCC2)nc(N2CCOCC2)n1)Nc1cccc(C(F)(F)F)c1
(25) Cn1cnc(S(=O)(=O)N2CCC(C(=O)N3CCN(c4ccccc4F)CC3)CC2)c1

screen / no.	21	22	23	24	25
TDP1 block	-5%	3%	2%	4%	1%
N370S GC	-4%	19%	-22%	-1%	nt
FEN1 inhibitor	6%	1%	-22%	6%	-4%

(26) CSc1cccc(NC(=O)CSc2nc3ccccc3o2)c1
(27) Cc1cccc(Cn2c(SCc3ccc(C(=O)N4CCC(C)CC4)cc3)nc3ccncc32)c1
(28) Cc1c(CCO)c(=O)n(-c2ccccc2)n1S(=O)(=O)c1ccc([N+](=O)[O-])cc1
(29) O=C(CNC(=O)c1cccs1)OCC(=O)c1ccccc1
(30) Cc1c(Br)cc(-c2nnco2)cc1Br

screen / no.	26	27	28	29	30
TDP1 block	2%	3%	2%	7%	4%
N370S GC	29%	nt	7%	3%	-13%
FEN1 inhibitor	7%	-20%	3%	-3%	-14%

(31) CSC1=N/C(=C/c2ccc(-n3cncn3)cc2)C(=O)N1
(32) Cc1cc(N2CCCCC2)nc2ccc(NC(=O)CCC(=O)N3CCN(c4ccccc4)CC3)cc12
(33) Cc1nc(-c2ccc(NS(=O)(=O)c3ccccc3)cc2)cs1
(34) COc1cc(SC)ccc1C(=O)NNC(=O)C1COc2ccccc2O1 (stereo not drawn)
(35) Cc1c(-c2ccccc2)c(=O)oc2cc(O)ccc12

screen / no.	31	32	33	34	35
TDP1 block	nt	6%	2%	0%	4%
N370S GC	7%	nt	-3%	nt	?
FEN1 inhibitor	1%	-17%	3%	-2%	1%

(36) Cc1ccc(N(C(=O)c2sc(C)nc2C)C(C(=O)NCc2ccco2)c2ccccc2)cc1 (stereo not drawn)
(37) Cc1ccsc1/C=C(\C#N)C(=O)NCCCN1CCOCC1
(38) CC(Oc1ccccc1F)C(=O)NNC(=O)c1cc2ccccc2o1 (stereo not drawn)
(39) Cc1c(C(=O)NN2CCOCC2)oc2ccccc12
(40) CN(CC(=O)Nc1ccc(F)cc1)C(=O)c1ccc(N2C(=O)CCC2=O)cc1

screen / no.	36	37	38	39	40
TDP1 block	3%	5%	3%	-6%	-2%[56.1 µM]
N370S GC	-15%	12%	7%	2%	nt
FEN1 inhibitor	-14%	-2%	4%	18%	15%

(41) COc1ccc(NS(=O)(=O)c2cc(NC(=O)c3cnc(C)cn3)ccc2N2CCCC2)cc1
(42) COc1ccc(CC2=CC(=O)c3ccccc3C2=O)cc1
(43) Cc1nc(-c2ccc(C)c(S(=O)(=O)N3CCC(C(=O)NCc4ccc(Cl)cc4)CC3)c2)no1
(44) COc1ccc(NC(=O)C(=O)N2N=C3CCCCC3C2(O)C(F)(F)F)cc1 (stereo not drawn)
(45) COc1ccc(C(=O)NC(=S)NNC(=O)CCc2ccccc2)cc1

screen / no.	41	42	43	44	45
TDP1 block	3%	nt	-2%	-3%	12%
N370S GC	-18%	-1%	nt	-1%	4%
FEN1 inhibitor	1%	?	18%	3%	-9%

(46) Cc1cc(C)c(NC(=O)CNC(=O)c2ccc(-n3cncn3)c([N+](=O)[O-])c2)c(C)c1
(47) CC(C)OC(=O)C1C2C=CC3(CN(C(C)c4ccc(Br)cc4)C(=O)C13)O2 (stereo not drawn)
(48) COc1cccc(CNC(=O)c2ccccc2-c2ccccc2)c1
(49) Cc1ccc(CSc2nnc(SCC(=O)N/N=C/c3ccccc3OCC(=O)O)s2)cc1
(50) Cc1cnc(C(=O)NCC(c2ccccc2)c2ccccc2)cn1

screen / no.	46	47	48	49	50
TDP1 block	-3%	1%	1%	-7%	5%
N370S GC	1%	-3%	-3%	0%	10%
FEN1 inhibitor	-3%	-12%	15%	17%	22%

(51) COC(=O)N1C(=O)[C@](Cc2ccccc2)(c2ccccc2)N1C(=O)OC
(52) O=C(OCc1nc2ccccc2s1)c1cccc(N2C(=O)CCC2=O)c1
(53) CC(=O)N1c2ccc(S(=O)(=O)N3CCC(C(=O)Nc4cccc(F)c4)CC3)cc2CC1C (stereo not drawn)
(54) CC(=O)N[C@@H](Cc1c[nH]c2ccccc12)C(=O)NC1CC1
(55) O=c1[nH]c2ccccc2cc1CN(CC1CCCO1)S(=O)(=O)c1ccc(Cl)cc1 (stereo not drawn)

screen / no.	51	52	53	54	55
TDP1 block	nt	7%	2%	nt	nt
N370S GC	-15%	9%	-2%	-16%	?
FEN1 inhibitor	-20%	7%	-20%	-7%	3%

(56) CCC(C)C(=O)O[C@H]1C[C@@H](C)C=C2C=C[C@H](C)[C@H](CC[C@@H]3C[C@@H](O)CC(=O)O3)C21 (stereo partly drawn)
(57) Cc1ccc(NC(=O)CSc2nc(=O)n(Cc3ccco3)c3c2CCC3)cc1F
(58) CCc1c(C)sc2c1CCN(C(=O)Nc1cc(OC)c(OC)c(OC)c1)C2c1ccccc1 (stereo not drawn)
(59) Cc1cc(NS(=O)(=O)c2ccc(NC(=O)c3ccc(Cl)cc3[N+](=O)[O-])cc2)no1
(60) Cc1nn(-c2ccccc2)c(C)c1C(=O)OCC(=O)N1CC(=O)Nc2ccccc21

screen / no.	56	57	58	59	60
TDP1 block	7%	5%	9%	4%	0%
N370S GC	-5%	nt	nt	-2%	-16%
FEN1 inhibitor	nt	-1%	-17%	0%	1%

(61) Cc1csc2c(=O)[nH]cnc12
(62) CSCCOC(=O)COc1ccc(/C=N/NC(=O)c2nn(C)cc2Cl)cc1
(63) CC(/C=C/c1ccccc1F)=N\NC(=O)c1cccc(F)c1
(64) CCc1ccc(C(=O)c2cnc3ccc(OC)cc3c2N2CCN(CC)CC2)cc1
(65) NC(=O)C1CCN(C2=C(NS(=O)(=O)c3ccc(Br)cc3)C(=O)c3ccccc3C2=O)CC1

screen / no.	61	62	63	64	65
TDP1 block	-2%	5%	7%	5%	nt
N370S GC	-4%	-10%	-6%	-15%	-18%
FEN1 inhibitor	-1%	-4%	-5%	-6%	1%

(66) CCOc1ccc(S(=O)(=O)n2cnc3ccccc32)cc1
(67) C=CCN1C(=O)c2ccc(C(=O)N3CCN(c4ccccc4OC)CC3)cc2C1=O
(68) Cc1cc(-c2ccccc2)nc2[n+]1CCN2C
(69) CCN(CC(=O)Nc1ccccc1C(=O)Nc1ccccc1)Cc1nc2ccccc2c(=O)[nH]1
(70) COc1ccc(-c2cc(C(=O)N(C)Cc3nc4ccccc4c(=O)[nH]3)c3ccccc3n2)cc1OC

screen / no.	66	67	68	69	70
TDP1 block	nt	11%	1%	9%	0%
N370S GC	-6%	-2%	-3%	15%	nt
FEN1 inhibitor	-15%	-4%	1%	-4%	5%

(71) OC1CCNC(=S)N1c1ccccc1 (stereo not drawn)
(72) COc1ccc(C(=O)C2CCCN(Cc3cccn3-c3ccccn3)C2)c(C)c1 (stereo not drawn)
(73) CNc1oc(Cc2cccc3ccccc23)nc1C#N
(74) CCOC(=O)C1=C(C(F)(F)F)Nc2ncnn2C1c1cccc(OC)c1OC (stereo not drawn)
(75) Cc1cc(C)c(C)c(OCCOCCNCc2ccccc2)c1

screen / no.	71	72	73	74	75
TDP1 block	3%	6%	5%	1%&-3%	-6%
N370S GC	-15%	-30%	3%	-2%	-23%
FEN1 inhibitor	10%	-4%	-7%	3%&-3%	-3%

# 17 entries from above, with two lines to a compound:
# Fields: TDP1 block	N370S GC	FEN1 inhibitor
58	CCc1c(C)sc2c1CCN(C(=O)Nc1cc(OC)c(OC)c(OC)c1)C2c1ccccc1 (stereo not drawn)
→ 9%	nt	-17%
59	Cc1cc(NS(=O)(=O)c2ccc(NC(=O)c3ccc(Cl)cc3[N+](=O)[O-])cc2)no1
→ 4%	-2%	0%
60	Cc1nn(-c2ccccc2)c(C)c1C(=O)OCC(=O)N1CC(=O)Nc2ccccc21
→ 0%	-16%	1%
61	Cc1csc2c(=O)[nH]cnc12
→ -2%	-4%	-1%
62	CSCCOC(=O)COc1ccc(/C=N/NC(=O)c2nn(C)cc2Cl)cc1
→ 5%	-10%	-4%
63	CC(/C=C/c1ccccc1F)=N\NC(=O)c1cccc(F)c1
→ 7%	-6%	-5%
64	CCc1ccc(C(=O)c2cnc3ccc(OC)cc3c2N2CCN(CC)CC2)cc1
→ 5%	-15%	-6%
65	NC(=O)C1CCN(C2=C(NS(=O)(=O)c3ccc(Br)cc3)C(=O)c3ccccc3C2=O)CC1
→ nt	-18%	1%
66	CCOc1ccc(S(=O)(=O)n2cnc3ccccc32)cc1
→ nt	-6%	-15%
67	C=CCN1C(=O)c2ccc(C(=O)N3CCN(c4ccccc4OC)CC3)cc2C1=O
→ 11%	-2%	-4%
68	Cc1cc(-c2ccccc2)nc2[n+]1CCN2C
→ 1%	-3%	1%
69	CCN(CC(=O)Nc1ccccc1C(=O)Nc1ccccc1)Cc1nc2ccccc2c(=O)[nH]1
→ 9%	15%	-4%
70	COc1ccc(-c2cc(C(=O)N(C)Cc3nc4ccccc4c(=O)[nH]3)c3ccccc3n2)cc1OC
→ 0%	nt	5%
71	OC1CCNC(=S)N1c1ccccc1 (stereo not drawn)
→ 3%	-15%	10%
72	COc1ccc(C(=O)C2CCCN(Cc3cccn3-c3ccccn3)C2)c(C)c1 (stereo not drawn)
→ 6%	-30%	-4%
73	CNc1oc(Cc2cccc3ccccc23)nc1C#N
→ 5%	3%	-7%
74	CCOC(=O)C1=C(C(F)(F)F)Nc2ncnn2C1c1cccc(OC)c1OC (stereo not drawn)
→ 1%&-3%	-2%	3%&-3%

# Remaining list, next part:
(76) CCCCC(CCC(=O)O)(C(=O)OCC)c1csc(Nc2ccc(OCC)cc2)n1 (stereo not drawn)
(77) O=C(CCNS(=O)(=O)c1ccccc1C(F)(F)F)N1CCN(c2ccccc2O)CC1
(78) O=C(c1cccc(S(=O)(=O)NCc2ccccc2)c1)N1CCCCC1
(79) O=C(NCC1CCCO1)c1cccc(N2CCCC2=O)c1 (stereo not drawn)

screen / no.	76	77	78	79
TDP1 block	-1%	0%	nt	-3%
N370S GC	-4%	-14%	-7%	28%
FEN1 inhibitor	?	-7%	-1%	4%
